# KCNK3 inh: human KCNK3 channel inhibition, primary screen | 340,000 compounds, 0.84% hits | CHO-KCNK3 thallium flux, FluxOR fluorescence; hits give low values | O14649 | B-score at 10 µM;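 active means B-score under library mean minus 4 SD, starting fluorescence ratio at most library mean plus 5 SD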;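 further: more negative B-score means stronger inhibition of thallium flux through KCNK3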
# Target sequence (O14649 whole entry, looked up): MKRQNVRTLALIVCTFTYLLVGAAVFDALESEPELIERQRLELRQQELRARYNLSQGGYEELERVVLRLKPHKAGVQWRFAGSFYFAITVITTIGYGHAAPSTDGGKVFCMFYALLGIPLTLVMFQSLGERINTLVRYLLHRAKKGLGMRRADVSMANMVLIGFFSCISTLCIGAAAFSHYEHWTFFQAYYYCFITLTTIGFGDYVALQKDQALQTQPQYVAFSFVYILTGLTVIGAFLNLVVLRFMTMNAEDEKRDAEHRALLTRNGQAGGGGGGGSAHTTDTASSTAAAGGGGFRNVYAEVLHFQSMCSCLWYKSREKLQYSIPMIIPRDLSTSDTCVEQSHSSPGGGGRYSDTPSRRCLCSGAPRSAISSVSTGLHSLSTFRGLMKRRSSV
# RGS4 act: potentiators or activators of RGS4 | HEK293 M3R/inducible RGS4, carbachol calcium flux Fluo4; hits give low values | B-score at 10 µM | 310,000 compounds, 0.92% hits;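 active means B-score of the integrated calcium signal more than 4 SD below the library mean, with starting fluorescence not abnormally high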;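 further: negative B-score means reduced calcium response which marks RGS4 activation or potentiation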
#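 Material: Inducible-RGS4 HEK293 cells carrying M3 receptor; also added: carbachol at ECmax as muscarinic agonist stimulus; incubation: compound preincubation 20 min at room temperature before agonist; signal: Fluo4-AM (2 µM) calcium-flux fluorescence, kinetic read; measure: integrated calcium ratio converted to B score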
# KCNQ1 act: potentiates or activates the human KCNQ1 potassium channel | AID 2648 | P51787 | CHO-K1 KCNQ1, thallium flux FluxOR fluorescence; hits give high values | 310,000 compounds, 0.35% hits | B-score at 10 µM;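 active means fluorescence ratio B-score, a plate-corrected score, at least three library SD, with initial intensity B-score within 5 SD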
# Target sequence (P51787 whole entry, looked up): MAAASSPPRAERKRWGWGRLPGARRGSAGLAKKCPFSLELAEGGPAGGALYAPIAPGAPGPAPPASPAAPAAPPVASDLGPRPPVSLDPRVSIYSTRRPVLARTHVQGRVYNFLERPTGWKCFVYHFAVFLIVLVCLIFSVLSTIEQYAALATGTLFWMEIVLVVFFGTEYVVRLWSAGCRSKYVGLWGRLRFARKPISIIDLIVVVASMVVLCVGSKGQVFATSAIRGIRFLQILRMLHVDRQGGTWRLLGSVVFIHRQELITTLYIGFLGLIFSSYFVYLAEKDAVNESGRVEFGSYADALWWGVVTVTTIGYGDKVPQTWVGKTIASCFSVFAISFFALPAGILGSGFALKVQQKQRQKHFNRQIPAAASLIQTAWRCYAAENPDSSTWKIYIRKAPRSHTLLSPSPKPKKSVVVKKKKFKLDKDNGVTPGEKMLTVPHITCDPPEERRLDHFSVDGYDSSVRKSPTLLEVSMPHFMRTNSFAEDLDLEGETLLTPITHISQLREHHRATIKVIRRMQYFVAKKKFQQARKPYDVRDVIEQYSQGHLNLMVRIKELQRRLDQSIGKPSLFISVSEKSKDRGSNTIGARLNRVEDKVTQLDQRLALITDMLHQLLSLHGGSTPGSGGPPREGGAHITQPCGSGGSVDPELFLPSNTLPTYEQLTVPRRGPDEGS
#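 Schedule – 37 °C overnight plating, 90-min dark dye load, 20-min compound pretreatment · System – stable KCNQ1 CHO-K1 line · Probe or stimulus – thallium- and potassium-containing depolarizing buffer · Measured by – kinetic FluxOR fluorescence, 10 s baseline plus 110 s post-stimulus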
# KCNK9 block: blocks the human KCNK9 two-pore domain potassium channel. Q9NPC2. HEK293 KCNK9, FluxOR thallium flux fluorescence; hits give low values. B-score at 10 µM. 310,000 compounds, 1.2% hits;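 active means ratio B-score over 3 SD below the library mean, with starting fluorescence within 5 SD of its mean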;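 further: negative B-score means less thallium flux so channel inhibition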
# KCNQ1 inh: inhibitors of human KCNQ1 potassium channel | P51787 | CHO-K1 KCNQ1, FluxOR thallium flux fluorescence; hits give high values | B-score at 10 µM | 310,000 compounds, 1.3% hits | AID 2642;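 active means compounds whose thallium flux B-score, printed positive for inhibition, exceeds three library SD while starting fluorescence stays within three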;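 further: channel opened by potassium depolarization with thallium stimulus after 20 min compound exposure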
# GSK3B inh: inhibitors of human GSK3beta kinase | P49841 | GST-GSK3beta kinase, ADP-Glo luminescence, 60 min; hits give low values | activity score (negative = inhibition), % at 10 µM | 300,000 compounds, 0.038% hits | AID 2097;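 active means more than half of replicate wells score below -50%, meaning over 50% inhibition versus plate controls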;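 further: 0% = median DMSO wells and -100% = median GW8510 positive control wells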
#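 test system = GST-tagged human GSK3beta kinase, cell-free | reagent = 25 µM ATP with peptide substrate | dosing = one dose of 10 µM per compound | schedule = 60 min reaction, RT | detection = luminescent ADP-Glo measurement of ADP formed | control set = DMSO neutral wells and GW8510 at 20 µM as positive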
# GSK3 alpha inh: inhibitors of human GSK-3 alpha kinase | AID 2650 | 320,000 compounds, 0.1% hits | P49840 | inhibition, % at 10 µM | ADP-Glo luminescence, 60 min;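 in the data active means inhibition above about 50%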;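 further: GST-tagged GSK-3 alpha with peptide substrate and 25 µM ATP; 0% = DMSO neutral wells and 100% = GW8510 positive control wells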
# hERG rescue: hERG (human) protection from proarrhythmic block | activation (rescue from dofetilide block), less the hit threshold, % at 10 µM | CHO-hERG, FluxOR thallium flux, dofetilide IC70 present | Q12809 | 310,000 compounds, 0.51% hits;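 active means activation above the mean of controls blocked by dofetilide plus 5 SD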;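 further: thallium influx through hERG after potassium depolarization seen as dye fluorescence rise; in these data hits start at about 4.7%; inactives centre near -7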
# PolyA inhibitor: inhibitors of polyadenylation in S. cerevisiae; S. cerevisiae SKY197-pL101 polyadenylation reporter, beta-gal luminescence; efflux-impaired pdr1/pdr3 knockout yeast; score 100 = 6 SD above DMSO; calls only at 12 µM; 300,000 compounds, 0.02% hits;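 active means lowest replicate activity score at least 50, where 100 means six control SD above control mean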;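 further: yeast exposed to compound for 9 h at 30 °C; higher score means more reporter readthrough which indicates perturbed polyadenylation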
# HDAC3 inh: human HDAC3 inhibition. O15379. recombinant HDAC3, fluorogenic peptide/trypsin coupled, fluorescence. inhibition, % at 8.3 µM. 320,000 compounds, 0.15% hits. AID 2718; in the data active means inhibition above about 26%, passing the limit was not always enough
# Dyrk1A ADPGlo: blocks rat Dyrk1A kinase activity | AID 504441 | inhibition, % at 12.5 µM | ADP-Glo luminescence, NFATc1 peptide | 310,000 compounds, 0.43% hits | Q63470; in the data active means inhibition above about 50%;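 further: plate controls were vehicle with enzyme for no effect and no enzyme for full effect; many of its hits are not listed in these tables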
# * hit, by the source's call; i = inactive; x = not tested or not shown; & = joins results of further samples.
SMILES,KCNK3 inh,RGS4 act,KCNQ1 act,KCNK9 block,KCNQ1 inh,GSK3B inh,GSK3 alpha inh,hERG rescue,PolyA inhibitor,HDAC3 inh,Dyrk1A ADPGlo
CC(C)(C)c1ccc(C(=O)C2CCCN(Cc3ccon3)C2)cc1 (centres undefined),i,i,i,i,i,1,1,-3,i,7,2
CC(C)(C)NC(=O)Cn1cc(C(=O)c2ccccc2F)c2ccccc21,i,i,i,i,i,3,-19,-6,i,-4,-2
CCN(CC)P(=O)(NC(=O)c1cccn1C)N(CC)CC,i,i,i,i,i,3,-2,-13,i,-5,9
CCCC12CN3CCN(CC(C3)/C1=N\NC(=O)c1ccncc1)C2,i,i,i,i,i,-4,-2,-5,i,-4,2
COc1ccc(CC2C(=O)NC(=O)NC2=O)c(OC)c1,i,i,i,i,i,5,1,-7,i,8,4
COc1ccc(CN2C(=O)NC(=O)/C(=C/c3ccc(OC)c(OC)c3OC)C2=O)cc1,i,i,i,i,i,1,-4,-4,i,-2,x
CCOc1ccc(C(C)=O)cc1Cn1ccsc1=N,i,i,i,i,i,-3,1,-7,i,0,-4
Cc1nc2sccc2c(=O)n1-c1ccccc1Cl,i,i,i,i,i,1,2,-5,i,0,18
CCn1c(NN=O)nc2ccccc21,i,i,i,i,i,6,1,-7,i,3,-1
COc1ccccc1NC(=O)N1C[C@@H]2C[C@@H](C1)c1cccc(=O)n1C2,i,i,i,i,i,3,1,-4,i,5,4
O=C1N[C@@H](Cc2ccccc2)C(=O)N2[C@H]1C[C@H]1c3ccccc3N(OOSc3ccccc3)[C@H]12,i,i,i,i,i,-3,-3,-8,i,9,x
Cn1nccc1C(=O)N1CCC2(CC1)OCCO2,i,i,i,i,i,-1,-1,-12,i,-4,-7
COc1ccc(Cn2c(O)c(C=NCCN3CCOCC3)c(=O)[nH]c2=O)cc1,i,i,i,i,i,-1,-2,-3,i,6,4
COC(=O)C1=C(c2cc3ccccc3s2)C[C@@H]2CC[C@H]1N2C(=O)NCc1ccco1,i,i,i,i,i,5,-1,-6,i,1,1
CC1(C)C2CC=C(CN3CCC(O)CC3)C1C2 (centres undefined),i,i,i,i,i,1,-1,-12,i,-3,-1
COc1ccc(-c2nn(CCC#N)cc2C(=O)Nc2ccccc2Br)cc1[N+](=O)[O-],i,i,i,i,i,3,0,-5,i,-5,1
COc1ccc(C=C2C(=O)N(C)C(=O)N(C)C2=O)cc1CSc1ccccn1,i,x,x,x,x,1,-3,x,i,1,7
CN1C(=O)C(=Cc2ccccc2OCc2ccc(Cl)cc2)C(=O)N(C)C1=O,i,i,i,i,i,1,-1,-7,i,-1,-1
Cc1cccc(-n2c(C)nc3cc(C(=O)N4CCC5(CC4)OCCO5)ccc32)c1,i,i,i,i,i,-11,-2,-8,i,-7,8
Cc1ccc(O)c(CN2CCN(c3ccccc3)CC2)c1,i,i,i,i,i,-2,-3,-16,i,-1,-1
CCOc1ccc(C2(C#N)CC[N+](C)(C)CC2)cc1,i,i,i,i,i,0,x,-2,i,1,5
CCn1c(O)c(C=NCc2cccs2)c(=O)[nH]c1=O,i,i,i,i,i,-1,2,-12,i,7,5
COC(=O)CN1C(=O)CN=C(c2ccccc2Cl)c2cc(Br)ccc21,i,i,i,i,i,-6,0,-10,i,1,x
Cc1ccc(CNCCc2ccc(F)cc2)s1,i,i,i,i,i,-2,0,-5,i,11,5
Cc1cccc(C(=O)Nc2ccc3c(c2)CC2(C(=O)N(C)C(=O)N(C)C2=O)C2CCCN32)c1 (centres undefined),i,i,i,i,i,3,-1,-8,i,-2,-1

# Next part
SMILES,KCNK3 inh,RGS4 act,KCNQ1 act,KCNK9 block,KCNQ1 inh,GSK3B inh,GSK3 alpha inh,hERG rescue,PolyA inhibitor,HDAC3 inh,Dyrk1A ADPGlo
NC(=O)OCCSc1nnc(-c2cccc(C(N)=S)c2)o1,i,i,i,i,i,-7,-1,-6,i,8,-2
COc1ccc(-n2c(C)nc3ccccc3c2=O)c([N+](=O)[O-])c1,i,i,i,i,i,2,2,-6,i,1,31
CCN1CCN(Cc2cccnc2)CC1,i,i,i,i,i,-3,1,0,i,-1,-1
O=c1cc(CN2CCNCC2)nc2sccn12,i,i,i,i,i,3,0,-9,i,-1,7
O=C(c1c[nH]c2ccc(S(=O)(=O)N3CCC4(CC3)OCCO4)cc2c1=O)N1CCC2(CC1)OCCO2,i,i,i,i,i,0,0,-13,i,-4,-3
CC(C)Oc1ccc(CCN)cc1Cl,i,i,i,i,i,1,-1,-14,i,-4,8
O=c1[nH]sc2cc(F)ccc12,i,i,i,i,i,1,x,-8,i,x,x
O=C(Nc1ccc(F)cc1)N1CC2CC(C1)c1cccc(=O)n1C2 (centres undefined),i,i,i,i,i,0,x,-15,i,-6,-10
C[C@H]1CC[C@@H]2[C@@H](C)[C@H]3[C@H](C[C@H]4[C@@H]5CC=C6C[C@@H](O[C@@H]7O[C@H](CO)[C@H](O)[C@H](O[C@@H]8O[C@H](CO)[C@@H](O)[C@H](O)[C@H]8O)[C@H]7O[C@@H]7O[C@@H](C)[C@H](O)[C@@H](O)[C@H]7O)CC[C@]6(C)[C@H]5CC[C@]34C)N2C1,i,i,i,i,i,1,-2,-9,i,-4,7
COC(=O)C1=C(c2cc3ccccc3s2)C[C@@H]2CC[C@H]1N2C(=O)NC1CC1,i,i,i,i,i,0,-4,-6,i,4,-7
COc1ccc(OC)c(NP(=O)(Oc2ccc(Cl)cc2)Oc2ccc(Cl)cc2)c1,i,i,i,-11*,i,9,-2,-6,i,1,13
Nc1ccc(C2(c3ccc(N)cc3)CCCCC2)cc1,i,i,i,i,i,0,-2,-13,i,1,2
CCOP(=O)(OCC)/C(C#N)=C/c1ccc(Br)cc1,i,i,i,i,i,-1,-2,-9,i,5,-5
COc1cc(CNCCc2ccc3c(c2)OCO3)ccc1O,i,i,i,i,i,1,0,-1,i,-4,-3
CCOC(=O)c1sc(/N=C/c2c(O)n(-c3cccc(C)c3)c(=O)[nH]c2=O)c(C#N)c1C,i,i,i,i,i,-2,3,-7,i,5,5
COc1ccc(CCn2c(O)c(C=NCCN3CCCCC3)c(=O)[nH]c2=O)cc1OC,i,i,i,i,i,0,0,-12,i,2,-5
Cc1nc2nc(SCC(=O)N3CCC4(CC3)OCCO4)nn2c(C)c1Cc1ccccc1,i,i,i,i,i,3,-3,-13,i,-1,-9
COP(=O)(OC)/C(C=O)=N/Nc1ccc([N+](=O)[O-])cc1,i,i,i,i,i,1,1,-1,i,6,-1
CN1C(=O)C(=Cc2coc3ccccc3c2=O)C(=O)N(C)C1=O,i,i,i,i,i,0,0,-4,i,-2,-6
COc1ccc(CCNCc2ccccc2F)cc1OC,i,i,i,i,i,5,-4,-6,i,-5,3
N=Cc1c(O)n(-c2ccc(C34CC5CC(CC(C5)C3)C4)cc2)c(=O)[nH]c1=O,i,i,i,i,i,0,-4,2,i,2,1
CCN(CCCl)Cc1ccccc1Br,i,i,i,i,i,2,0,-5,i,-2,1
CC12CN3CC(C)(CN(C1)C3c1cccs1)C2O (centres undefined),i,i,i,i,i,3,2,-8,i,4,-1
COc1nc(NCC2CCCO2)nc(N2CC3CC(C2)c2cccc(=O)n2C3)n1 (centres undefined),i,i,i,i,i,3,1,-11,i,2,-4
CCn1c(O)c(/C=N/N2CCOCC2)c(=O)n(CC)c1=S,i,i,i,i,i,0,0,-1,i,8,0

# (further entries)
SMILES,KCNK3 inh,RGS4 act,KCNQ1 act,KCNK9 block,KCNQ1 inh,GSK3B inh,GSK3 alpha inh,hERG rescue,PolyA inhibitor,HDAC3 inh,Dyrk1A ADPGlo
Cn1c(O)c(C(=O)c2ccccc2F)c(=O)n(C)c1=O,i,i,i,i,i,-2,x,-6,i,1,-16
CN1/C(=C\C=C2C(=O)NC(=S)NC2=O)C(C)(C)c2ccccc21,i,i,i,i,i,-4,x,-8,i,x,0
CCOC(=O)N1CCC(NC(=O)CCc2nc(C3=CCN(C)CC3)no2)CC1,i,i,i,i,i,4,x,0,i,-10,-6&4
CC(=O)N1CN2CN(C(C)=O)CC(C(=O)c3ccc(Br)cc3)(C2)C1,i,i,i,i,i,2,-3,-6,i,-10,-3
O=c1[nH]c(O)c(N=Nc2cccc(S(=O)(=O)N3CCOCC3)c2)c(=O)[nH]1,i,i,i,i,i,2,1,-5,i,5,-9
COc1ccc(OC)c(C2=NOC(C(=O)N3CCC4(CC3)OCCO4)C2)c1 (centres undefined),i,i,i,i,i,0,-3,-8,i,2,1
COc1cc(/C=N/NC(=O)Cn2c([N+](=O)[O-])cnc2C)ccc1OC(=O)N(C)C,i,i,i,i,i,3,-2,-6,i,3,2
COc1cc2c(cc1OC)C(C(=O)NCCC(C)C)C1CCCCN1C2=O (centres undefined),i,i,i,i,i,5,0,-5,i,1,-5
Cc1[nH]c2ccc(OCc3ccccc3)cc2c1CCN,i,i,i,i,i,0,5,-6,i,-2,12
OC(CC#CCN1CCCCCC1)(c1ccccc1)C1CCCC1 (centres undefined),i,-7.7*,i,i,i,-4,1,-12,i,5,9
Fc1ccc2c(c1)nnn2C1CCN(Cc2c(Cl)cccc2Cl)CC1,i,i,i,i,i,5,-4,-3,i,0,1
CCN(CC)S(=O)(=O)c1ccc(NN=C(C#N)C#N)cc1,i,i,i,i,i,0,0,-30,i,2,2
O=C(CNC(=O)c1ccccc1Cl)Nc1ccc(Br)cc1C(=O)c1ccccc1,i,i,i,i,i,-2,0,-5,i,5,4
COc1ccccc1CN1CCN(C(=O)COc2ccc3ccccc3c2)CC1,i,i,i,i,i,4,-4,-5,i,1,x
CCC1(OC(=O)c2ccccc2)CC(C)N(C)CC1C (centres undefined),i,i,i,i,i,0,-5,-4,i,-1,-6
CCN(CC)CCCNC(=O)c1c(O)c2ccccc2n(Cc2ccccc2)c1=O,i,i,i,i,i,-4,1,-6,i,6,8
COC(=O)N1CCN(C(=O)Cc2ccc(Cl)c(Cl)c2)C(CN2CCCC2)C1 (centres undefined),x,i,i,i,i,-1,-4,-3,i,-6,x

# Of the compounds above, these contain a tert-butyl group:
SMILES,KCNK3 inh,RGS4 act,KCNQ1 act,KCNK9 block,KCNQ1 inh,GSK3B inh,GSK3 alpha inh,hERG rescue,PolyA inhibitor,HDAC3 inh,Dyrk1A ADPGlo
CC(C)(C)c1ccc(C(=O)C2CCCN(Cc3ccon3)C2)cc1 (centres undefined),i,i,i,i,i,1,1,-3,i,7,2
CC(C)(C)NC(=O)Cn1cc(C(=O)c2ccccc2F)c2ccccc21,i,i,i,i,i,3,-19,-6,i,-4,-2

# Some of the compounds tested; count on the stated rates, not on these rows.
